Screens as filed in PubChem.
TDP1 inh: TDP1 (human) enzyme inhibition; Q9NUW8; 350,000 tested, 0.28% active; Potency, µM (doses to about 130 µM), inactives show at the highest dose activity change, negative = inhibition, hits mostly inhibitors; recombinant TDP1, AlphaScreen DNA substrate cleavage; also: nearly all actives have a fitted effect of over 40% in size
Target sequence (Q9NUW8 whole entry, looked up): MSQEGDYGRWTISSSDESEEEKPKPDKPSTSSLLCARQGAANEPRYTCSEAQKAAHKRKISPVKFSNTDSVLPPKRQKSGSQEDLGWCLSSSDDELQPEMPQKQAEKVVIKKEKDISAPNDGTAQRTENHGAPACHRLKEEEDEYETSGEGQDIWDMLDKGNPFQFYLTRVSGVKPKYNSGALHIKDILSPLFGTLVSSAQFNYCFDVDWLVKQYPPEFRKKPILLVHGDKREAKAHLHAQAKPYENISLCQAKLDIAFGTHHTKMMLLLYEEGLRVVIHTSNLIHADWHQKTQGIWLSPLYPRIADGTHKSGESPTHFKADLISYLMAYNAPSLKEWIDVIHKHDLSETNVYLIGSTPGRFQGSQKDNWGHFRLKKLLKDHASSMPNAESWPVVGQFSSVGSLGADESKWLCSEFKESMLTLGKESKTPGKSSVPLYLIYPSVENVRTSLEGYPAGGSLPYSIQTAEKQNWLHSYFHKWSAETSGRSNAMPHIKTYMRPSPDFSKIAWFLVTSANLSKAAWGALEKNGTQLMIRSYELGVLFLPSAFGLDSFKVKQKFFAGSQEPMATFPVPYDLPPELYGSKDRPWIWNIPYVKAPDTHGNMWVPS
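Tdp1 1 nM final; 15 min RT w/ cpd; substrate 15 nM, 5 min; beads 10 ug/ml, 10 min; AlphaScreen read. Neg ctrl: no enzyme.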
DT40 TDP1 CPT: DT40-hTDP1 cell growth loss with CPT. chicken DT40 Tdp1-/-;hTDP1 cells + 20 nM CPT, ATP luminescence, 48 h. Potency, µM (doses to about 46.2 µM), without a hit: top-dose activity change, negative = growth inhibition, most hits filed as inhibitors. 420,000 tested, 12% active. AID 686979; also: nearly all actives have a fitted effect of over 55% in size
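Chicken DT40 Tdp1-/- cells stably complemented with human TDP1 were seeded at 400 cells/well in medium containing 20 nM camptothecin, exposed to pin-transferred compounds, and grown at 37 °C for at least 48 hr. Viability was read as ATP luminescence.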
DT40 TDP1 no CPT: qHTS for Inhibitors of human tyrosyl-DNA phosphodiesterase 1 (TDP1): qHTS in cells in absence of CPT; DT40 Tdp1-/- hTDP1 cells, no CPT, ATP luminescence, 48 h; Potency, µM (series often up to 46.2 µM), inactives show at the top dose activity change, negative = growth inhibition, most hits filed as inhibitors; 420,000 tested, 15% active; AID 686978, 2013; also: nearly all actives have a fitted effect of over 55% in size
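No-CPT arm: Tdp1-/-;hTDP1 DT40 cells (400/well) plus compounds, incubated ≥48 hr at 37 °C. Readout CellTiter-Glo luminescence.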
Active calls of the source: *; ? = inconclusive; . = no result given; & = joins results of further samples; [ ] = remark or other dose. Calls follow the shape of the dose curve; as a rule, active = well fitted curve in the direction sought with a large enough effect; inconclusive = small, poorly fitted or top-dose-only effect, or another doubt; inactive = no such curve, though single readings can be large; an effect the other way counts as inactive or inconclusive. % is scaled to controls: 0 for no effect and ±100 for the full control effect; potency is read from the fitted curve at half-maximal effect.

Each structure is followed by: TDP1 inh | DT40 TDP1 CPT | DT40 TDP1 no CPT
- CCOC(=O)C1CCN(C(c2cccc(F)c2)c2c(O)cc(C)n(Cc3ccco3)c2=O)CC1 (stereo not given)
    8% | 4% | -10%
- CCc1nnc(NC(=O)c2ccc(C)o2)s1
    1% | -7% | 19%
- CC12CCCC(CC(=O)O)(C1)NC(=O)C2 (stereo not given)
    . | 12% | 6%
- COc1ccc(Nc2nc(N3CCCCC3)nc3ccccc23)c(OC)c1
    . | ? | ?
- CC(C)NC(=O)c1csc([C@@H]2O[C@H](CO)[C@H](O)[C@H](O)[C@H]2O)n1
    . | 6% | 12%
- O=C(Nc1cccc(NC(=O)c2cccc(F)c2)n1)c1cccc(F)c1
    . | ? | 21µM*
- CCc1noc(C)c1C(=O)Oc1ccc(N(C)S(=O)(=O)c2ccccc2)cc1
    . | 23µM* | 16µM*
- O=C(c1ccccc1)c1n[nH]c(-c2ccccc2)cc1=O
    3% | 5% | -7%
- CCc1ccc(C2=NN(C(C)=O)C(c3ccco3)C2)cc1 (stereo not given)
    2% | ? | 16µM*
- C=CCc1c(C)nc(C)nc1N/N=C/c1ccccc1O
    14% | 26µM* | 23µM*
- CC(=O)c1cn(N2CCCCC2)c(=O)[nH]c1=O
    . | 6% | -2%
- COc1ccc(/C=C/c2nnc(NC(C)=O)s2)cc1
    -1% | 5% | -28%
- CN(C)S(=O)(=O)c1ccc(NC(=O)N2CCN(c3ccccc3Cl)CC2)cc1
    3% | -28% | ?
- CCCn1nc(NC(=O)C(C)C)c2cc3cc(OC)ccc3nc21
    . | 29µM* | ?
- CC(=O)Nc1ccc(NC(=O)COC(=O)/C(=C/c2ccccc2)n2nnnc2C)cc1
    0% | 12µM* | 13µM*
- CCCCCCCC(=O)NC(Nc1ccc(S(N)(=O)=O)cc1)C(Cl)(Cl)Cl (stereo not given)
    6% | ? | 21µM*
- COc1ccccc1C(=O)NCCCCNC(=O)c1ccccc1OC
    . | -4% | -11%
- Cc1cnc(C(=O)Nc2nc(-c3ccccc3)cs2)cn1
    5% | ? | ?
- CCc1ccc(NC(=O)CCNS(=O)(=O)c2ccc3c(c2)oc(=O)n3C)cc1
    4% | -16% | -15%
- Cc1cc(N2CCN(Cc3ccccc3)CC2)n2nc(C)c(-c3ccccc3)c2n1
    1% | 15µM* | 18µM*
- Cn1c(C(C#N)C(=O)c2sc3ccccc3c2Cl)nc2ccccc21 (stereo not given)
    11% | ? | 16µM*
- COCCCN(C(=S)Nc1cc(Cl)cc(Cl)c1)C(C)c1ccccn1 (stereo not given)
    2% | ? | ?
- COc1ccc(C(=O)NC(C)C2CC3CCC2C3)cc1 (stereo not given)
    . | ? | ?
- COc1ccc(N(C(=O)CNC(=O)c2ccco2)C(C(=O)NC2CCCCC2)c2ccco2)cc1 (stereo not given)
    4% | -16% | -4%
- O=C1c2cccc3cc([N+](=O)[O-])cc(c23)C(=O)N1c1nncs1
    . | 2% | -7%
- CCOC(=O)C1=C(CS(=O)(=O)c2ccc(F)c(C)c2)NC(=O)NC1c1ccccc1OC (stereo not given)
    1% | 29µM* | ?
- COC(=O)c1c(NC(=O)COc2cc(C)c(Cl)c(C)c2)sc2c1CCCC2
    -3%[12.3 µM] | 0% | 16%
- CC(=O)Nc1ccccc1C(=O)C(=O)Nc1cccc(Br)c1
    1% | -28% | 18µM*
- Cc1cc(C(=O)C(=O)Nc2nncs2)c(C)n1-c1ccc(Cl)cc1
    14% | -30% | -28%
- O=C1CCCCC1C(Nc1ccc(Cl)cc1)c1ccccc1 (stereo not given)
    3% | -8% | -26%
- C=CCN1CCN(C(=O)CCc2ccccc2)CC1
    2% | 1% | 1%
- Cc1ccc(Cn2c(=O)n(Cc3ccco3)c(=O)c3sc4ccccc4c32)cc1
    1% | ? | ?
- COc1cccc(C(=O)C2CCCN(Cc3cccn3-c3cccnc3)C2)c1 (stereo not given)
    . | ? | ?
- CCC(=O)N/N=C(\C)CC(=O)Nc1ccccc1-c1ccccc1
    3% | -11% | -13%
- CCN1CCN(C(=O)CN2C(=O)COc3ccc(C)cc32)CC1
    . | 6% | -12%
- C[C@H](CO)N1C[C@H](C)[C@@H](CN(C)S(=O)(=O)c2ccc(F)cc2)Oc2c(NC(=O)c3ccncc3)cccc2C1=O
    . | 2% | 2%
- COc1ccc(CNCC(=O)Nc2cc(C)nn2-c2nc(C)cc(C)n2)cc1OC
    0% | 9.2µM* | 8.2µM*
- Cc1cccc(CC(=O)N2CC(=O)Nc3ccc(C)cc3C2c2ccc(F)cc2)c1 (stereo not given)
    15% | ? | ?
- CC(=O)C1=C(O)C(=O)N(Cc2ccccc2)C1c1cccs1 (stereo not given)
    -2% | 0% | -14%
- CCCn1c(=O)c(C(=O)NNC(=O)Cc2ccccc2)c(O)c2ccccc21
    . | -28% | -24%
- N/C(COc1ccc(F)cc1)=N\NC(=O)c1cccnc1Oc1ccccc1
    5% | ? | -22%
- COc1cc(SC)ccc1C(=O)N1CCc2ccccc21
    . | 21µM* | ?
- O=S1(=O)CC(N2CCN(CCO)CC2)CN1Cc1cn(Cc2ccc(Cl)cc2)nn1 (stereo not given)
    . | -27% | -20%
- COc1ccc(/C=C/C(=O)OCC(=O)c2ccc(S(=O)(=O)N3CCCCC3)cc2)cc1OC
    0% | 11% | -20%
- COc1ccc(-c2csc(-c3c(N)c(C(=O)c4ccccc4)n4ccccc34)n2)cc1
    5% | -29% | ?
- CCn1c(SCc2nnc(-c3ccccc3)o2)nnc1-c1ccc(S(=O)(=O)N2CCCC2)cc1
    3% | ? | ?
- Cc1ccccc1NC(=O)c1cccc(Cn2cc(Br)c([N+](=O)[O-])n2)c1
    3% | ? | ?
- C/C(CC(=O)Nc1cccc(C(F)(F)F)c1)=N\NC(=O)Cc1ccccc1
    3% | 6% | -4%
- CCn1c(C)nc2cc(C(=O)NNC(=O)CCC3CCCC3)ccc21
    1% | -15% | -6%
- COc1ccc(-n2nc(C(=O)N(C)C3CCCCC3)c3ccccc3c2=O)c(OC)c1
    2% | -20% | 0%
- Cc1ccc(C2(C)NC(=O)N(CC(=O)Nc3cc(S(=O)(=O)N(C)C)ccc3C)C2=O)cc1 (stereo not given)
    3% | ? | ?
- CCOc1ccc(N(C)Cc2cc(=O)oc3ccc(OC)cc23)cc1
    . | -26% | ?
- COc1ccc(C(=O)Nc2ncc3c(n2)CC(C)CC3=O)cc1 (stereo not given)
    0% | 4% | -7%
- CN(CC(=O)Nc1ccccc1Br)C(=O)CCSc1ccc(F)cc1
    1% | ? | 13µM*
- O=C(Nn1cnnc1)c1ccccc1Cl
    . | 1% | 3%
- O=C(c1cc(F)c(F)cc1Cl)N1CCN(c2ncccn2)CC1
    . | 7% | 10%
- COc1cccc(Nc2c3c(nc4nncn24)CCC3)c1
    5% | -21% | -28%
- CN1C(=O)/C(=C2\SC(N3CCCCCC3)=NC2=O)c2ccccc21
    13% | ? | ?
- O=C(NC1CS(=O)(=O)CC1NCc1ccco1)c1ccccc1 (stereo not given)
    2% | -3% | -2%
- Cc1ccc(NC(=O)C(NCc2ccccn2)c2ccccc2)cc1 (stereo not given)
    6% | 3% | 5%

The list goes on.
Each structure is followed by: TDP1 inh | DT40 TDP1 CPT | DT40 TDP1 no CPT
- COc1ccc(S(=O)(=O)N2CCCCC2)cc1NC(=O)c1ccc(OC)c(OC)c1
    -9% | -2% | -17%
- CCOc1ccccc1NC(=O)CN1CCC(C(=O)c2ccc(F)cc2)CC1
    1% | 21µM* | 26µM*
- O=C1CCC(=O)N1CO
    . | -21% | -11%
- CCOc1ccc(CCNC(=O)COC(=O)C2=NNC(=O)CC2)cc1OCC
    5%[0.505 µM] | 6% | 0%
- O=C(N/N=C/c1cccc(Oc2ccccc2)c1)c1ccc(O)cc1O
    4%[56.1 µM] | 3% | 5%
- CC(C)(C)OC(=O)N1CCC(c2c(C(=O)N3CCN(C(=O)c4ccco4)CC3)cnn2-c2ccc(F)cc2)CC1
    1% | -10% | 11%
- O=C(NNC(=O)c1ccc(Cl)c(Cl)c1)c1ccncc1
    . | 7% | -8%
- CC(CCc1ccccc1)NC(=O)C1CCN(S(=O)(=O)N2CCOCC2)CC1 (stereo not given)
    -3% | -1% | ?
- Cc1cc(SCC(=O)N/N=C/c2ccc(O)c(O)c2O)c(C)cc1Br
    9% | 3.3µM* | 4.6µM*
- CCOC(=O)C1=C(C)N(C)C(C)=C(C(=O)OCC)C1c1ccccc1
    -8%[56.1 µM] | ? | ?
- CCN(CC)S(=O)(=O)c1ccc(NC(=O)COC(=O)c2ccc(NC(=O)CC#N)cc2)cc1
    2% | -9% | 12%
- CSc1nnc(-c2cc[n+](C)cc2)n1CCO
    3% | -1% | 2%
- COc1cccc2cc(-c3nnc(SCC(=O)Nc4ccc(NC(C)=O)cc4)n3C)oc12
    . | -27% | -3%
- O=C(CCn1nnc2ccccc21)OCC(=O)c1ccc(F)cc1
    -1%[0.0935 µM] | 2% | -14%
- CC(=O)c1sc(N)nc1C
    0% | -12%&-10% | -13%&-10%
- CCCn1c(SCC(=O)Nc2ccccc2N2CCOCC2)nc2c1c(=O)n(C)c(=O)n2C
    -7% | ? | ?
- COc1ncnc2c1ncn2CCCNCCCN1CCCC1=O
    . | 4% | -23%
- CCCC(=O)Nc1c2c(nn1-c1ccc(OC)cc1)CS(=O)(=O)C2
    0% | -8% | -7%
- O=C(NNC(=O)c1ccccc1O)c1ccc(-c2ccc([N+](=O)[O-])cc2)o1
    . | ? | ?
- COC(=O)CSc1nc(N)nc(C)c1Cl
    5% | 20% | -10%
- CC(C)c1ccc(NC(=O)CCNC(=O)Cn2cnc3ccccc3c2=O)cc1
    4% | 2% | -12%
- COc1ccc(C(=O)NNC(=O)CSc2nnc(COc3ccccc3)n2C)cc1
    0% | 13% | 17%
- COC(C[C@@H](O)C[C@@H](O)[C@@H](C)OCc1ccccc1)OC
    . | -6% | 1%
- S=C(Nc1cccnc1)NC1CC2CCC1C2 (stereo not given)
    6% | -8% | 10%
- CCOc1ccccc1NC(=O)COC(=O)/C=C/c1cccs1
    2% | -18% | 18µM*
- COc1ccc(S(=O)(=O)N2CCOCC2)cc1NC(=O)C1CCCCN1S(=O)(=O)c1ccccc1 (stereo not given)
    . | ? | ?
- CCOC(=O)c1ccccc1OCc1cc(C2Nc3ccccc3C(=O)N2c2cccc3ccccc23)ccc1OC (stereo not given)
    0% | 6% | ?
- COc1ccc(C(=O)/C=C/c2ccc(OC)c(CN3CCOCC3)c2)cc1
    8% | ? | 23µM*
- Cc1ccc(Nc2nnc(SCC(=O)Nc3cccc(S(=O)(=O)NC4=NCCCCC4)c3)s2)c(C)c1
    -1% | ? | 26µM*

Entries shown so far containing fluorine:
Each structure is followed by: TDP1 inh | DT40 TDP1 CPT | DT40 TDP1 no CPT
- CCOC(=O)C1CCN(C(c2cccc(F)c2)c2c(O)cc(C)n(Cc3ccco3)c2=O)CC1 (stereo not given)
    8% | 4% | -10%
- O=C(Nc1cccc(NC(=O)c2cccc(F)c2)n1)c1cccc(F)c1
    . | ? | 21µM*
- CCOC(=O)C1=C(CS(=O)(=O)c2ccc(F)c(C)c2)NC(=O)NC1c1ccccc1OC (stereo not given)
    1% | 29µM* | ?
- C[C@H](CO)N1C[C@H](C)[C@@H](CN(C)S(=O)(=O)c2ccc(F)cc2)Oc2c(NC(=O)c3ccncc3)cccc2C1=O
    . | 2% | 2%
- Cc1cccc(CC(=O)N2CC(=O)Nc3ccc(C)cc3C2c2ccc(F)cc2)c1 (stereo not given)
    15% | ? | ?
- N/C(COc1ccc(F)cc1)=N\NC(=O)c1cccnc1Oc1ccccc1
    5% | ? | -22%
- C/C(CC(=O)Nc1cccc(C(F)(F)F)c1)=N\NC(=O)Cc1ccccc1
    3% | 6% | -4%
- CN(CC(=O)Nc1ccccc1Br)C(=O)CCSc1ccc(F)cc1
    1% | ? | 13µM*
- O=C(c1cc(F)c(F)cc1Cl)N1CCN(c2ncccn2)CC1
    . | 7% | 10%
- CCOc1ccccc1NC(=O)CN1CCC(C(=O)c2ccc(F)cc2)CC1
    1% | 21µM* | 26µM*
- CC(C)(C)OC(=O)N1CCC(c2c(C(=O)N3CCN(C(=O)c4ccco4)CC3)cnn2-c2ccc(F)cc2)CC1
    1% | -10% | 11%
- O=C(CCn1nnc2ccccc21)OCC(=O)c1ccc(F)cc1
    -1%[0.0935 µM] | 2% | -14%

Pulled one by one from the entries so far (2):
Each structure is followed by: TDP1 inh | DT40 TDP1 CPT | DT40 TDP1 no CPT
- CC(C)c1ccc(NC(=O)CCNC(=O)Cn2cnc3ccccc3c2=O)cc1
    4% | 2% | -12%
- CCOC(=O)c1ccccc1OCc1cc(C2Nc3ccccc3C(=O)N2c2cccc3ccccc23)ccc1OC (stereo not given)
    0% | 6% | ?
